# MsrA act: bovine methionine sulfoxide reductase A activation; AID 602163; activation, % at 10.6 µM; hit rate 0.3% among 360,000; purified bovine MsrA, absorbance read-out; in the data active = activation above about 7.5%;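 also: 0% = vehicle and 100% = reference activator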
# MLLE-PAM2 inh: inhibitors of microRNA-mediated deadenylation, human PABP1 MLLE binding. inhibition, % at 20 µM. hit rate 0.36% among 360,000. GST-MLLE / FITC-PAM2 fluorescence polarization; in the data active = inhibition above about 35%, passing the limit was not always enough;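 also: plate controls were DMSO wells with GST-MLLE for no effect and wells lacking GST-MLLE protein for full effect; some results filed as inactive read as strong as hits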
# Target sequence (P11940 whole entry, looked up): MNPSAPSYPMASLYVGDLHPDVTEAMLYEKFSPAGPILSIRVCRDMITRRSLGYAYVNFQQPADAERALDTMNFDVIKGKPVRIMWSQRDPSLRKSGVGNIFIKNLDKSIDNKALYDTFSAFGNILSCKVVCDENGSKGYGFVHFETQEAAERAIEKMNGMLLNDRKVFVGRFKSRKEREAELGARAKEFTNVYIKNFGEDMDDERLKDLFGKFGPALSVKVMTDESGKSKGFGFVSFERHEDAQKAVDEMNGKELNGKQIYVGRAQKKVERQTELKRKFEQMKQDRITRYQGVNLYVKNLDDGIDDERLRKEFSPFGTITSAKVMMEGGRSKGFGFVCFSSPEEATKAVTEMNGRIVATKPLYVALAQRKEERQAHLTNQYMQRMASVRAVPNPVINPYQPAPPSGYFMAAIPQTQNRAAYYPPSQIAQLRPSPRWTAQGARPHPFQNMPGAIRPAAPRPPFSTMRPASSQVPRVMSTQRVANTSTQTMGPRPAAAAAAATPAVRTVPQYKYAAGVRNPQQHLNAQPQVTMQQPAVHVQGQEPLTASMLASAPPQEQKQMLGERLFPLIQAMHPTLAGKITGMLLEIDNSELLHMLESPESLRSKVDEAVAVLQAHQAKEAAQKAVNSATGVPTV
# Rin1-Abl PPI inh: inhibitors of human Rin1-Abl protein interaction; P00519+Q13671; TR-FRET Rin1/Abl binding, biochemical; inhibition, % at 7.35 µM; hit rate 0.4% among 360,000; AID 588664; in the data active = inhibition above about 5%, passing the limit was not always enough
# CSN deneddyl inh: CSN deneddylation inhibition | Purified CSN, SCF-Nedd8-OG deneddylation, fluorescence polarization | inhibition, % at 12.5 µM | hit rate 0.38% among 360,000 | Q92905;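 active = pattern-corrected inhibition above about 35%, with an unprinted fluorescence ratio check between 0.5 and 1.5, limit read from the data, passing the limit was not always enough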;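 also: 0% = enzyme with substrate and 100% = substrate without enzyme; some results filed as inactive read as strong as hits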
# Target sequence (Q92905 whole entry, looked up, one chain of several): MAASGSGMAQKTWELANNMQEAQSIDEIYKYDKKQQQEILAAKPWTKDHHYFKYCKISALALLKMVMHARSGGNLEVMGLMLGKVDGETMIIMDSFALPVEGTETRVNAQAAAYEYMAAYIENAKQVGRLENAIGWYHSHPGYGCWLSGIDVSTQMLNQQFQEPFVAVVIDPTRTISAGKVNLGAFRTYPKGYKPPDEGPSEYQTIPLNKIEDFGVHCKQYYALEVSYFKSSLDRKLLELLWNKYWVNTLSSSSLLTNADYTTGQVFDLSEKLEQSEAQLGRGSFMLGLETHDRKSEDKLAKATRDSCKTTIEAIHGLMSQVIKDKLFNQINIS
#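 Assay system: HEK293T-derived human Csn5 enzyme; quantity: 0.24 nM enzyme; medium: Tris/NaCl/DTT buffer, pH 7.5; also added: substrate SCFSkp2-Nedd8OG, 10 nM; doses: 12.5 µM compound; schedule: 90 min reaction at room temperature; signal: FP; read-out: % inhibition of substrate cleavage by Csn5; benchmarks: substrate-only high control, full reaction low control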
# Neddyl block: cullin neddylation inhibition; P61081+Q13564; TR-FRET cullin neddylation, biochemical; calls only at 25 µM; hit rate 0.58% among 360,000; in the data active = inhibition above about 36%
# E coli Lon inh: inhibits E. coli Lon protease; purified E. coli Lon protease, fluorescence polarization; hit rate 0.42% among 360,000; P0A9M0; inhibition, % at 7.94 µM; in the data active = inhibition above about 13%, passing the limit was not always enough;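 also: 0% = enzyme with probe and DMSO and 100% = no enzyme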
# MsrA inhibitor: bovine MsrA inhibition | purified bovine MsrA, absorbance read-out | inhibition, % at 15.5 µM | hit rate 0.75% among 360,000 | AID 651718; in the data active = inhibition above about 4.5%;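 also: 0% = vehicle wells with enzyme and 100% = reference inhibitor wells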
# FAS-TE inh: FAS thioesterase (human) inhibition; recombinant FAS-TE, OMFH fluorogenic substrate, fluorescence endpoint; hit rate 0.67% among 360,000; P49327; AID 602261; inhibition, % at 15 µM;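 active = compounds whose normalised, plate-corrected inhibition of enzyme fluorescence in the single-dose primary screen is 50% or more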;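 also: 0% = DMSO with enzyme and 100% = substrate without enzyme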
# TbMetRS inhib: blocks T. brucei methionyl-tRNA synthetase activity. AID 624268. hit rate 0.4% among 360,000. purified T. brucei MetRS, ATP depletion, Kinase-Glo luminescence. inhibition, % at 11.9 µM;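 active = inhibition above a per-plate cutoff of the control wells' mean inhibition plus 3 SD, cut at about 5.5% in these data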;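 also: 0% = DMSO wells median and 100% = median of wells with control inhibitor compound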
#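 Test system – parasite MetRS enzyme · Reagent – substrates ATP, L-methionine and bulk Escherichia coli tRNA · Doses – 11.9 µM compound single dose, 0.9% DMSO · Times – 15 min enzyme-compound preincubation, 2 h reaction, 10 min detection, 25 °C · Signal – Kinase-Glo luminescence, ATP depletion format · Controls – DMSO-only wells as low control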
# An asterisk follows results filed as active; i = inactive.
SMILES,MsrA act,MLLE-PAM2 inh,Rin1-Abl PPI inh,CSN deneddyl inh,Neddyl block,E coli Lon inh,MsrA inhibitor,FAS-TE inh,TbMetRS inhib
N#Cc1c(N)nc(N)nc1Nc1ccc(Br)cc1,6,-1,-2,-3,i,-3,0.9,-4,0.6
Cc1csc(CNC(=O)CC2C(=O)NCCN2Cc2ccc(F)cc2Cl)n1 (stereo not drawn),-5,11,0,5,i,10,0.3,1,0.3
CCOC(=O)c1c(C)[nH]c(C(=O)N/N=C/c2cccc(OC)c2)c1C,-8,9,-2,-2,i,1,0.7,-4,-0.6
O=C(NC1CCCCC1)c1cc(-c2cccc(Cl)c2)on1,-1,5,2,0,i,1,-1.6,-1,-0.3
C=CCNC(=S)Nc1ccc(OC(F)F)c(Cl)c1,-1,-5,3,0,i,-1,1.1,3,4.5
COc1ccc(CC(=O)O/N=C(\N)c2ccc(OC)cc2)cc1,-2,-4,1,2,i,3,1.4,6,-0.5
CCOC(=O)C1(C)NC(c2cccs2)C2C(=O)N(c3ccc(OC)cc3)C(=O)C21 (stereo not drawn),-8,-4,4,-8,i,5,1.5,-4,-0.9
CCOP(=O)(/C(C#N)=C(/O)c1ccccc1)c1ccccc1 (stereo not drawn),-5,16,2,-1,i,-6,0.2,-6,-0.7
CC1(C)CC(=O)C(C=NCC2CCCO2)=C(O)C1 (stereo not drawn),-4,-12,-2,5,i,-14,0.9,-12,-0.2
CN(CCc1cnn(C)c1)C(=O)C1CCC(=O)N(CC2CCCCC2)C1 (stereo not drawn),-4,-2,2,4,i,5,-1.2,-8,-0.6
CNC[C@H]1Oc2c(NS(=O)(=O)c3cccs3)cccc2C(=O)N([C@H](C)CO)C[C@@H]1C,-1,-13,1,2,i,-4,-0.8,-2,-0.2
Cn1c(CCNC(=O)c2ccco2)nc2cc(NC(=O)C3CCCCC3)ccc21,2,4,3,1,i,2,-0.1,-1,-0.7
CCOc1ccc(CCN2C(=S)N([C@@H](Cc3ccc(O)cc3)CN3CCCC3CN3C(=S)NC[C@@H]3Cc3ccc(O)cc3)C[C@@H]2CC(C)C)cc1 (stereo partly drawn),2,-21,2,5,i,-10,-0.1,-98,0.1
O=C(O)c1cccnc1SCc1ccc([N+](=O)[O-])cc1,0,-1,0,-4,i,-6,0.1,-1,0.3
CNC(=O)Cc1csc2ccc(Cl)cc12,-2,1,-3,-3,i,-1,-1.2,-10,-0.7
CC1(C)CC(=O)C=C(Nc2ccccc2N)C1,-2,4,1,-8,i,19,0.4,-2,0.5
O=C(CN1CCN(CC(=O)Nc2ccccc2Cc2ccccc2)CC1)Nc1ccccc1Cl,3,-1,-3,-2,i,2,-1.0,23,0.1
C/C(=N\NC(=O)c1cccc(S(=O)(=O)N2CCOCC2)c1)c1ccco1,-12,3,2,-5,i,4,0.4,-8,-1.3
CCN(CC)c1ccc(NC(=O)c2cccnc2)c(C)c1,-11,6,6,4,i,-9,-0.1,-2,-0.8
CC(C)(C)c1ccc(C(=O)Oc2ccccc2CCC(=O)O)cc1,0,-3,-2,-1,i,5,0.0,-1,-0.7
O=c1c2c(nc3cc(-c4ccc(F)cc4)[nH]n13)CCCC2,-5,9,-2,3,i,-8,-0.7,-1,-0.3
N#C/C(=C\c1ccccc1)C(=O)N(c1ccccn1)C1CCCCC1,-2,-32,-1,-1,i,6,-0.3,20,-0.4
CN1CCN(C(=O)CCNC(=O)Cn2ccc3ccccc3c2=O)CC1,-11,10,4,-2,i,-3,0.4,-6,-1.0
CCOC(=O)C1CCN(C(=O)c2ccc(Oc3cc(Cl)cc(Cl)c3)o2)CC1,-1,-1,-2,0,i,3,-1.2,27,-0.1
COc1ccccc1Cn1c(=O)[nH]c2cccnc21,-1,-9,-5,-1,i,-16,0.5,5,-0.5
# The results go on:
SMILES,MsrA act,MLLE-PAM2 inh,Rin1-Abl PPI inh,CSN deneddyl inh,Neddyl block,E coli Lon inh,MsrA inhibitor,FAS-TE inh,TbMetRS inhib
COc1ccc(Br)cc1S(=O)(=O)n1c([N+](=O)[O-])cnc1C,-5,-16,0,-1,i,-9,1.5,-4,-0.9
O=C(CNC(=O)c1cc(=O)[nH]c2ccccc12)Nc1ccc(F)c(F)c1,-7,-37,4,8,i,0,1.4,-3,0.1
O=C(c1ccco1)[C@@H]1[C@@H]2C(=O)N(c3ccc(Br)cc3)C(=O)[C@@H]2C2c3ccccc3C=CN21 (stereo partly drawn),1,21,0,8,i,-8,0.6,-10,0.5
O=C(CN(C(=O)Cn1nnc(-c2ccc(F)cc2)n1)c1ccc(F)c(Cl)c1)NCC1CCCO1 (stereo not drawn),-4,-7,0,-1,i,-1,1.1,34,-0.4
CCSC1=NN2CCS(=O)(=O)N=C2S1,-4,3,2,1,i,-6,-0.8,-10,-0.5
Cc1ccsc1C1CC(=O)Nc2ccccc2S1 (stereo not drawn),-3,2,-2,-3,i,17,0.6,-4,0.3
O=C1Nc2ccccc2N=C(c2ccc3c(c2)OCO3)C1N(C(=O)c1ccnc2ccccc12)c1ccccc1 (stereo not drawn),-3,-5,-1,1,i,2,1.0,10,0.3
O=C(COc1ccc(Cl)cc1)NCc1nnc(SCC(=O)Nc2ccc3c(c2)OCCO3)o1,-9,12,0,9,i,-6,-0.3,-2,-0.5
Cc1c(S(=O)(=O)Nc2ccc(Br)cc2)c(=O)n(C)c(=O)n1C,-4,10,1,-8,i,-10,0.1,-3,-0.7
COc1cccc(C2(O)CC(C(F)(F)F)=NN2C(=O)c2ccccn2)c1 (stereo not drawn),2,7,2,-1,i,-38,0.8,-3,0.3
Cc1ccc(NC(=O)N2CCCN(C(=O)OC(C)(C)C)CC2)cc1Cl,-2,22,3,1,i,4,0.5,6,-1.1
Cc1c(Cl)c([N+](=O)[O-])nn1CC(=O)Nc1ccc2c(c1)OCO2,-3,1,0,-5,i,-1,-0.4,21,0.4
CC(C)(SC(=S)N1CCOCC1)C(=O)O,-1,27,-1,-3,i,6,0.0,-6,-0.8
Cc1cc(/C=C2\SC(=O)NC2=O)c(C)n1-c1ccc(N2CCOCC2)cc1,-9,-19,-3,3,i,8,0.5,0,-1.0
CCOC(=O)Nc1ccc2c(c1)N(C(=O)N1CCN(C)CC1)c1ccccc1CC2,-8,-4,1,4,i,-8,1.0,-11,-1.1
CC(C)C(NC(=O)CCNC(=O)c1ccccc1Cl)c1nc2ccccc2[nH]1 (stereo not drawn),-2,5,-1,-7,i,-2,0.8,-4,-0.2
CCC(C)NC(=O)C1CCC(=O)N1Cc1ccc(C)cc1 (stereo not drawn),-1,2,4,-1,i,-6,-0.4,-4,-0.9
O=[N+]([O-])c1ccccc1/C=C/CN1CCCCC1CO (stereo not drawn),-4,-8,-3,-1,i,-11,1.4,-4,-0.8
O=C(N/N=C/c1ccc(Sc2nc3ccccc3s2)c([N+](=O)[O-])c1)c1ccccn1,-2,1,5,21,i,-10,0.7,34,-1.0
COC(=O)CCCC(=O)N1CCC(CCC(=O)NC2CC2)CC1,-3,7,-2,4,i,8,-1.0,-6,0.2
CCCCC(=O)N(C)c1c(C)nc2ccc(C(=O)N3CCN(S(=O)(=O)CC)CC3)cn12,0,-1,-2,-4,i,6,-1.2,-9,-0.2
C=CCn1c(C)cc(C(=O)COC(=O)CNC(=O)c2ccccc2)c1C,-1,-2,-1,3,i,4,-0.1,-9,-0.6
Cc1ccc(-c2nc(CS(=O)(=O)CC(=O)NCCN3CCCC3)c(C)o2)cc1,-2,-12,2,6,i,-3,0.4,-6,0.0
CN(C)CCCNC(=O)c1ccccn1,-8,-30,-2,-3,i,-4,0.9,-3,-0.4
Cc1cc(C)cc(C(=O)NCCCN2CCOCC2)c1,-3,1,0,0,i,-1,-0.4,-5,-0.6
Nc1[nH]c(=O)[nH]c(=O)c1N=Nc1ccc(C(=O)O)cc1,0,-11,0,-1,i,1,2.7,-5,1.5
O=C(CCc1nc2ccccc2c(=O)[nH]1)N1CCN(S(=O)(=O)c2cc(Cl)ccc2Cl)CC1,1,-6,-2,-3,i,3,-0.3,8,0.1
Cc1ccc(NC(=O)Cn2ncn3c(cc4ccccc43)c2=O)c(C)c1,-2,-14,4,2,i,-9,0.5,0,-0.2

# 15 successive records out of the list so far:
SMILES,MsrA act,MLLE-PAM2 inh,Rin1-Abl PPI inh,CSN deneddyl inh,Neddyl block,E coli Lon inh,MsrA inhibitor,FAS-TE inh,TbMetRS inhib
COc1ccc(Br)cc1S(=O)(=O)n1c([N+](=O)[O-])cnc1C,-5,-16,0,-1,i,-9,1.5,-4,-0.9
O=C(CNC(=O)c1cc(=O)[nH]c2ccccc12)Nc1ccc(F)c(F)c1,-7,-37,4,8,i,0,1.4,-3,0.1
O=C(c1ccco1)[C@@H]1[C@@H]2C(=O)N(c3ccc(Br)cc3)C(=O)[C@@H]2C2c3ccccc3C=CN21 (stereo partly drawn),1,21,0,8,i,-8,0.6,-10,0.5
O=C(CN(C(=O)Cn1nnc(-c2ccc(F)cc2)n1)c1ccc(F)c(Cl)c1)NCC1CCCO1 (stereo not drawn),-4,-7,0,-1,i,-1,1.1,34,-0.4
CCSC1=NN2CCS(=O)(=O)N=C2S1,-4,3,2,1,i,-6,-0.8,-10,-0.5
Cc1ccsc1C1CC(=O)Nc2ccccc2S1 (stereo not drawn),-3,2,-2,-3,i,17,0.6,-4,0.3
O=C1Nc2ccccc2N=C(c2ccc3c(c2)OCO3)C1N(C(=O)c1ccnc2ccccc12)c1ccccc1 (stereo not drawn),-3,-5,-1,1,i,2,1.0,10,0.3
O=C(COc1ccc(Cl)cc1)NCc1nnc(SCC(=O)Nc2ccc3c(c2)OCCO3)o1,-9,12,0,9,i,-6,-0.3,-2,-0.5
Cc1c(S(=O)(=O)Nc2ccc(Br)cc2)c(=O)n(C)c(=O)n1C,-4,10,1,-8,i,-10,0.1,-3,-0.7
COc1cccc(C2(O)CC(C(F)(F)F)=NN2C(=O)c2ccccn2)c1 (stereo not drawn),2,7,2,-1,i,-38,0.8,-3,0.3
Cc1ccc(NC(=O)N2CCCN(C(=O)OC(C)(C)C)CC2)cc1Cl,-2,22,3,1,i,4,0.5,6,-1.1
Cc1c(Cl)c([N+](=O)[O-])nn1CC(=O)Nc1ccc2c(c1)OCO2,-3,1,0,-5,i,-1,-0.4,21,0.4
CC(C)(SC(=S)N1CCOCC1)C(=O)O,-1,27,-1,-3,i,6,0.0,-6,-0.8
Cc1cc(/C=C2\SC(=O)NC2=O)c(C)n1-c1ccc(N2CCOCC2)cc1,-9,-19,-3,3,i,8,0.5,0,-1.0
CCOC(=O)Nc1ccc2c(c1)N(C(=O)N1CCN(C)CC1)c1ccccc1CC2,-8,-4,1,4,i,-8,1.0,-11,-1.1

# Part of the list above, showing only MsrA inhibitor:
Structure,MsrA inhibitor
COC(=O)CCCC(=O)N1CCC(CCC(=O)NC2CC2)CC1,-1.0
CCCCC(=O)N(C)c1c(C)nc2ccc(C(=O)N3CCN(S(=O)(=O)CC)CC3)cn12,-1.2
